M1 antag: human M1 muscarinic receptor antagonists, primary screen, CHO-K1 cells, Fluo-8 calcium fluorescence, 1536-well; Muscarinic acetylcholine receptor M1 (Homo sapiens), P11229; hit rate 1.3% among 360,000; AID 588852, 2011; CHO-K1 hM1, ACh EC80 antagonist; inhibition, % at 3 µM;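 active = percent inhibition above its own plate's cutoff, namely the mean of that plate's compound wells plus 3 SD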;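 also: peak over basal fluorescence ratio during 140 s after agonist addition; 0% = ACh EC80 plus DMSO and 100% = DMSO alone without agonist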
TAAR1 antagonist: human TAAR1 antagonists, primary screen, Fluo-8 calcium fluorescence, CHO RD-HGA16 cells; Trace amine-associated receptor 1 (Homo sapiens), Q96RJ0; antagonist; inhibition, % at 3 µM; hit rate 1.5% among 360,000;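 active = inhibition above a per-plate cutoff, the mean inhibition of test compounds on that plate plus 3 SD, cut at about 49% in these data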;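 also: 0% = DMSO plus EC80 beta-PEA response and 100% = DMSO alone without agonist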
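Test system – hTAAR1-expressing CHO RD-HGA16 cells, Gα16-coupled · Reagent – β-PEA at EC80 concentration, post-compound challenge · Compound dosing – 3 µM, single point · Timing – 140 s kinetic read after compound, 140 s after agonist · Detection – Fluo-8 intracellular calcium dye fluorescence, real-time kinetic reads · Control set – DMSO and EC80 PEA controls · Repeats – n of 1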
V1R ag counter: agonists of human V1a receptor, primary screen, counter-screen for OXTR agonist project, fluorescence, CHO-V1R cells; hit rate 0.25% among 320,000; activation, % at 3 µM; Vasopressin V1a receptor (Homo sapiens), P37288; Fluo-8 calcium fluorescence, agonist mode; 0% DMSO, 100% 3 nM vasopressin;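 active = activation above the mean activation of all tested compounds plus 3 SD, per screening run, cut at about 20% in these data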;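 also: signal is peak over basal fluorescence ratio across a 100 second FLIPR read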
Target sequence (P37288 whole entry, looked up): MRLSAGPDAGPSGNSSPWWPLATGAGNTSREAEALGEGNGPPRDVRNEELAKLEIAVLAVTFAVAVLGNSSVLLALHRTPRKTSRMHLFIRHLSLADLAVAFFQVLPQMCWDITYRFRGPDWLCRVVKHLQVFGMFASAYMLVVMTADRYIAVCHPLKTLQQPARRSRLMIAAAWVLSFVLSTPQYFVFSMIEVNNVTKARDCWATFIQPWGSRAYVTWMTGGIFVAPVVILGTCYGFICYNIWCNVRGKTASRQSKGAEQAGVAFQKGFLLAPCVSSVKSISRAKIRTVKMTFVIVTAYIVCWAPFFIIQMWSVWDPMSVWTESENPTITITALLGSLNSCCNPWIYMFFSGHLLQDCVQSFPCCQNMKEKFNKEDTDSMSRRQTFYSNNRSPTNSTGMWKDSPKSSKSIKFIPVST
M1 PAM: human M1 muscarinic receptor positive allosteric modulators, primary screen, CHO-K1 cells, Fluo-8 calcium fluorescence, 1536-well | CHO-K1 hM1, ACh EC20; 0% = ACh EC20, 100% = maximal ACh | activation, % at 3 µM | Muscarinic acetylcholine receptor M1 (Homo sapiens), P11229 | AID 588819, 2011 | hit rate 0.088% among 360,000; in the data active = activation above about 19%, passing the limit was not always enough
OXTR potentiator: human OXTR potentiators, primary screen, fluorescence, CHO-OTR cells, Fluo-8 calcium; hit rate 0.061% among 320,000; Oxytocin receptor (Homo sapiens), P30559; AID 2445, 2010; activation, % at 3 µM; Fluo-8 calcium fluorescence, potentiator mode; 0% = oxytocin EC15, 100% = EC100;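 active = activation above that plate's cutoff, the mean activation of tested compounds plus 3 SD, cut at about 6.6% in these data, passing the limit was not always enough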;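 also: 100% uses oxytocin at 75 nM as the full agonist control; some results filed as inactive read as strong as hits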
Target sequence (P30559 whole entry, looked up): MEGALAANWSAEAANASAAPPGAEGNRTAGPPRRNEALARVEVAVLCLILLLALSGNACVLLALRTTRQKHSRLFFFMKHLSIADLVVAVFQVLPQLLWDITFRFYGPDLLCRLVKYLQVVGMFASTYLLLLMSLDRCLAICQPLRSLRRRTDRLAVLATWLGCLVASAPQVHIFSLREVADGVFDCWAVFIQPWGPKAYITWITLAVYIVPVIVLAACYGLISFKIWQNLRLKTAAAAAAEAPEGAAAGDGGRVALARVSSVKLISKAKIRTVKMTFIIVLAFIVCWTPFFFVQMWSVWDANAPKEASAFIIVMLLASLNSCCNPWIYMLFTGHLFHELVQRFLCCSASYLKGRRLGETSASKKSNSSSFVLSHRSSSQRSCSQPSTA
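Measured by – Fluo-8 calcium dye fluorescence · Test system – human OTR in CHO cells · Dosing – one concentration, 3.0 µM compound · Controls – EC15 oxytocin alone as 0%, 75 nM oxytocin as 100% · Evaluation – normalized max/min fluorescence ratio, % activation · Timing – 6 min pre-incubation, 100 s read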
CHO parental Ca: ATP-evoked calcium signal inhibitors, parental CHO, primary screen, counter-screen for OX1R antagonist project, cell-based, fluorescence, Fluo-8 calcium dye; hit rate 0.63% among 330,000; inhibition, % at 5.6 µM; AID 463079, 2010; parental CHO-K1, ATP-induced calcium, Fluo-8 fluorescence;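 active = inhibition above that plate's mean sample inhibition plus 3 SD, cut at about 26% in these data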;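 also: 0% = ATP-challenged DMSO wells and 100% = DMSO wells without ATP; some compounds past the cut are filed as inactive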
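Material: parental CHO cells / Compound: single nominal dose of 5.6 µM per compound / Signal: Fluo-8 fluorescence / Replicates: singlicate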
CHRM1 agonist: human M1 muscarinic receptor agonists, primary screen, Fluo-8 calcium fluorescence, CHO-K1 cells, HTS; Muscarinic acetylcholine receptor M1 (Homo sapiens), P11229; CHO-K1 hM1, agonist mode; 0% DMSO, 100% acetylcholine EC100; activation, % at 3 µM; hit rate 0.33% among 360,000; AID 588814, 2011;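 active = activation above the run's mean compound activation plus 3 SD, cut at about 16% in these data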;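 also: peak over basal fluorescence ratio within a 140 s kinetic read after compound addition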
TAAR1 ag: human TAAR1 agonists, primary screen, Fluo-8 calcium fluorescence, CHO RD-HGA16 cells. hit rate 0.99% among 360,000. vehicle wells 0%, saturating PEA agonist 100%. Trace amine-associated receptor 1 (Homo sapiens), Q96RJ0. activation, % at 3 µM;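 active = activation above the mean activation of all test compounds in the run plus 3 SD, cut at about 38% in these data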
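Assay system: CHO-derived RD-HGA16 cells with stable Gα16 and human TAAR1; timing: 17-24 h seeding, 75 min 37 °C dye, 30 min RT; read-out: % activation from peak over basal fluorescence ratio, DMSO-to-PEA scaled; measured by: kinetic Fluo-8 calcium fluorescence; benchmarks: low control DMSO, high control PEA (EC100); doses: 3 µM single concentration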
OXTR agonist: human OXTR agonists, primary screen, fluorescence, CHO-OTR cells, Fluo-8 calcium. Oxytocin receptor (Homo sapiens), P30559. Fluo-8 calcium fluorescence; normalized: DMSO 0%, oxytocin 100%. activation, % at 3 µM. hit rate 0.32% among 320,000. AID 2435, 2010;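 active = activation above the mean of all tested compounds plus 3 SD, cutoff set per screening run, cut at about 20% in these data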;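 also: peak over basal fluorescence ratio from a 100 s FLIPR kinetic read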
Active calls of the source: *; nt = not tested or not shown. An excerpt, so the mix of outcomes need not match the whole.

Letter code – A = M1 antag; B = TAAR1 antagonist; C = V1R ag counter; D = M1 PAM; E = OXTR potentiator; F = CHO parental Ca; G = CHRM1 agonist; H = TAAR1 ag; I = OXTR agonist
1: Cc1ccc(CC2C(=O)N(C)C(=O)N(C)C2=O)s1
  A: -3 | B: 0 | C: 1.4 | D: 3 | E: -17 | F: -8 | G: -1 | H: 4 | I: 0.4
2: Cc1ccc(CS(=O)(=O)CCC(=O)N2CCC3(CC2)OCCO3)cc1
  A: -21 | B: -19 | C: 0.3 | D: 1 | E: 3 | F: -10 | G: 1 | H: 1 | I: 1.5
3: Cc1cc(C)n(CCOC(=O)C2C(C=C(Cl)Cl)C2(C)C)n1 (stereo not given)
  A: -3 | B: 6 | C: -1.1 | D: -5 | E: -14 | F: -12 | G: -5 | H: 11 | I: -1.2
4: Cc1cccc(-n2c(/C=C/c3ccc([N+](=O)[O-])o3)nc3ccccc3c2=O)c1
  A: 3 | B: -8 | C: 0.1 | D: 6 | E: -1 | F: -12 | G: -4 | H: 0 | I: -2.1
5: COc1ccc(OC(=O)N(C)C[C@@H]2OCc3cnnn3CCCC(=O)N([C@@H](C)CO)C[C@H]2C)cc1
  A: -9 | B: -3 | C: nt | D: 4 | E: nt | F: nt | G: -3 | H: 0 | I: nt
6: O=C1NC(=S)N(c2ccccc2)C(=O)/C1=C/c1ccco1
  A: -4 | B: 8 | C: 4.6 | D: -1 | E: -22 | F: -6 | G: 1 | H: 2 | I: 2.7
7: COCCOC(=O)c1c(C)n(C)c2ccc(OC(=O)N(C)C)cc12
  A: -15 | B: -11 | C: -0.3 | D: 12 | E: -1 | F: -12 | G: 0 | H: 10 | I: -1.6
8: O=c1[nH]c(=O)n(Cc2ccc(F)cc2)c(O)c1C=NCc1cccnc1
  A: -26 | B: -29 | C: 0.2 | D: 1 | E: -2 | F: -11 | G: -3 | H: 3 | I: 0.1
9: Cc1ccc(N2C(=O)NC(=O)/C(=C\c3ccsc3)C2=O)cc1C
  A: nt | B: nt | C: 2.7 | D: nt | E: -7 | F: -8 | G: nt | H: nt | I: 1.5
10: Fc1cccc(-c2ccc3c(c2)CNCc2cnnn2-3)c1
  A: 16 | B: -1 | C: nt | D: -6 | E: nt | F: nt | G: -11 | H: -2 | I: nt
11: COc1cc2c(cc1O)CC1c3c(cc(O)c(OC)c3-2)CCN1C (stereo not given)
  A: 0 | B: -9 | C: 0.0 | D: -1 | E: -6 | F: -4 | G: -5 | H: 2 | I: -0.2
12: O=C1NCN(c2ccccc2)C12CCN(C(c1cccc3ccccc13)c1nnnn1Cc1ccccc1)CC2 (stereo not given)
  A: -12 | B: 0 | C: nt | D: 21 | E: nt | F: nt | G: 8 | H: 0 | I: nt
13: C=CCN1C(=O)NC(=O)/C(=C\c2ccc(-c3ccccc3[N+](=O)[O-])o2)C1=O
  A: 0 | B: 20 | C: 0.5 | D: 11 | E: 0 | F: -8 | G: -1 | H: 14 | I: -0.3
14: Cc1cc(OCC(=O)N2CCC(C(=O)O)(c3ccccc3)CC2)c2c(C)c(C)c(=O)oc2c1
  A: -15 | B: -23 | C: 0.5 | D: 2 | E: 2 | F: -8 | G: -5 | H: 1 | I: -0.8
15: CCC1(NS(=O)(=O)c2ccc(N)cc2)C(=O)N(C)C(=O)N(C)C1=O
  A: -16 | B: -9 | C: nt | D: 12 | E: nt | F: nt | G: 0 | H: 2 | I: nt
16: O=C(c1ccccc1F)c1cn(CC(=O)N2CCCC2)c2ccccc12
  A: -5 | B: -5 | C: 0.7 | D: 6 | E: 1 | F: -4 | G: -4 | H: 9 | I: 0.8
17: N#CC1=C(N)Oc2cc(O)ccc2C1c1ccc2c(c1)OCO2 (stereo not given)
  A: -6 | B: 17 | C: 1.3 | D: 10 | E: -13 | F: 7 | G: -6 | H: 6 | I: 2.9
18: CCOc1ccc(C2C(C#N)=C(N)Oc3c2c(=O)oc2ccccc32)cc1 (stereo not given)
  A: 16 | B: 10 | C: -0.6 | D: -14 | E: 4 | F: -4 | G: -6 | H: 4 | I: 1.2
19: Cc1cc(C(=O)N2CCC3(CC2)OCCO3)cs1
  A: 1 | B: 9 | C: 0.0 | D: 0 | E: -3 | F: -7 | G: -5 | H: 22 | I: -0.2
20: Cc1ccc(S(=O)(=O)NC(Cc2cnc[nH]2)C(=O)O)cc1 (stereo not given)
  A: -12 | B: -20 | C: 0.5 | D: 9 | E: -3 | F: -6 | G: -5 | H: 5 | I: 0.0
21: CC1CN1c1cc2c(c3c1ccn3C)C1CCC2C1 (stereo not given)
  A: -47 | B: -9 | C: nt | D: 26* | E: nt | F: nt | G: 0 | H: 0 | I: nt
22: CCCCCCC(C)(C)c1ccc([C@@H]2C[C@H](O)CC[C@H]2CCCO)c(O)c1
  A: -22 | B: -3 | C: 4.7 | D: 2 | E: -8 | F: -10 | G: 3 | H: 2 | I: -0.9
23: CC/C(=N\N1CCCCCC1)c1c(O)n(-c2ccc(C)cc2)c(=O)[nH]c1=O
  A: -3 | B: -7 | C: 0.6 | D: 1 | E: -11 | F: -26 | G: -7 | H: 0 | I: -2.0
24: COc1cccc(N2C(=O)NC(=O)/C(=C\c3ccc([N+](=O)[O-])s3)C2=O)c1
  A: 20 | B: 12 | C: nt | D: -3 | E: nt | F: nt | G: -4 | H: 4 | I: nt
25: CCC(C)n1c(O)c(C=NC(C)c2ccccc2)c(=O)[nH]c1=S (stereo not given)
  A: -7 | B: -4 | C: -1.0 | D: 5 | E: -16 | F: -31 | G: -3 | H: 1 | I: -1.7

Fetched one by one from above (6):
Letter code – A = M1 antag; B = TAAR1 antagonist; C = V1R ag counter; D = M1 PAM; E = OXTR potentiator; F = CHO parental Ca; G = CHRM1 agonist; H = TAAR1 ag; I = OXTR agonist
8: O=c1[nH]c(=O)n(Cc2ccc(F)cc2)c(O)c1C=NCc1cccnc1
  A: -26 | B: -29 | C: 0.2 | D: 1 | E: -2 | F: -11 | G: -3 | H: 3 | I: 0.1
12: O=C1NCN(c2ccccc2)C12CCN(C(c1cccc3ccccc13)c1nnnn1Cc1ccccc1)CC2 (stereo not given)
  A: -12 | B: 0 | C: nt | D: 21 | E: nt | F: nt | G: 8 | H: 0 | I: nt
17: N#CC1=C(N)Oc2cc(O)ccc2C1c1ccc2c(c1)OCO2 (stereo not given)
  A: -6 | B: 17 | C: 1.3 | D: 10 | E: -13 | F: 7 | G: -6 | H: 6 | I: 2.9
13: C=CCN1C(=O)NC(=O)/C(=C\c2ccc(-c3ccccc3[N+](=O)[O-])o2)C1=O
  A: 0 | B: 20 | C: 0.5 | D: 11 | E: 0 | F: -8 | G: -1 | H: 14 | I: -0.3
11: COc1cc2c(cc1O)CC1c3c(cc(O)c(OC)c3-2)CCN1C (stereo not given)
  A: 0 | B: -9 | C: 0.0 | D: -1 | E: -6 | F: -4 | G: -5 | H: 2 | I: -0.2
4: Cc1cccc(-n2c(/C=C/c3ccc([N+](=O)[O-])o3)nc3ccccc3c2=O)c1
  A: 3 | B: -8 | C: 0.1 | D: 6 | E: -1 | F: -12 | G: -4 | H: 0 | I: -2.1

A different layout for part of the listing above.
item | mol | M1 antag | TAAR1 antagonist | V1R ag counter | M1 PAM | OXTR potentiator | CHO parental Ca | CHRM1 agonist | TAAR1 ag | OXTR agonist
25 | CCC(C)n1c(O)c(C=NC(C)c2ccccc2)c(=O)[nH]c1=S (stereo not given) | -7 | -4 | -1.0 | 5 | -16 | -31 | -3 | 1 | -1.7
7 | COCCOC(=O)c1c(C)n(C)c2ccc(OC(=O)N(C)C)cc12 | -15 | -11 | -0.3 | 12 | -1 | -12 | 0 | 10 | -1.6
15 | CCC1(NS(=O)(=O)c2ccc(N)cc2)C(=O)N(C)C(=O)N(C)C1=O | -16 | -9 | nt | 12 | nt | nt | 0 | 2 | nt

Continued.
Letter code – A = M1 antag; B = TAAR1 antagonist; C = V1R ag counter; D = M1 PAM; E = OXTR potentiator; F = CHO parental Ca; G = CHRM1 agonist; H = TAAR1 ag; I = OXTR agonist
26: O=C(c1ccc(F)cc1)C(Cc1ccccc1)N1CCCCC1 (stereo not given)
  A: -5 | B: -8 | C: -1.7 | D: 4 | E: -3 | F: -24 | G: -3 | H: 3 | I: -2.2
27: O=c1[nH]c(O)c(Cc2ccc3c(c2)OCO3)c(=O)[nH]1
  A: -17 | B: -28 | C: -0.5 | D: 12 | E: 2 | F: -3 | G: -1 | H: 3 | I: 0.6
28: COc1ccc(CC2c3cc(OC)c(OC)cc3CCN2C)cc1O (stereo not given)
  A: -2 | B: 4 | C: 0.5 | D: 6 | E: 1 | F: -24 | G: -7 | H: 6 | I: 1.0
29: O=c1[nH]c(O)c(C=Nc2cc(F)cc(F)c2)c(=O)[nH]1
  A: -20 | B: -33 | C: 0.6 | D: 22 | E: 9 | F: -6 | G: 3 | H: 5 | I: 1.0
